Screens from PubChem BioAssay.
mcGAS inh – mouse cGAS inhibition by luminescence; recombinant cGAS, Kinase-Glo ATP depletion luminescence; inhibition, % at 12.5 µM; 160,000 tested, 0.15% active; AID 1259399;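 note: 0% = negative control wells and 100% = reference inhibitor with no enzyme activity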
NPYLR7 agonist – activates Aedes aegypti NPYLR7 receptor | 270,000 tested, 0.15% active | AID 1259423 | activation, % at 10 µM | HEK293T NPYLR7/Galpha15, GCaMP6s calcium fluorescence; in the data active = activation above about 40%;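 note: 0% = vehicle and 100% = reference agonist at the receptor; some compounds past the cut are filed as inactive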
hcGAS lum – human cGAS inhibition; recombinant h-cGAS, ATP depletion, Kinase-Glo luminescence; inhibition, % at 12.5 µM; 290,000 tested, 0.081% active;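 note: 0% = vehicle reaction and 100% = reaction without DNA for no activity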
Target sequence (Q8N884 whole entry, looked up): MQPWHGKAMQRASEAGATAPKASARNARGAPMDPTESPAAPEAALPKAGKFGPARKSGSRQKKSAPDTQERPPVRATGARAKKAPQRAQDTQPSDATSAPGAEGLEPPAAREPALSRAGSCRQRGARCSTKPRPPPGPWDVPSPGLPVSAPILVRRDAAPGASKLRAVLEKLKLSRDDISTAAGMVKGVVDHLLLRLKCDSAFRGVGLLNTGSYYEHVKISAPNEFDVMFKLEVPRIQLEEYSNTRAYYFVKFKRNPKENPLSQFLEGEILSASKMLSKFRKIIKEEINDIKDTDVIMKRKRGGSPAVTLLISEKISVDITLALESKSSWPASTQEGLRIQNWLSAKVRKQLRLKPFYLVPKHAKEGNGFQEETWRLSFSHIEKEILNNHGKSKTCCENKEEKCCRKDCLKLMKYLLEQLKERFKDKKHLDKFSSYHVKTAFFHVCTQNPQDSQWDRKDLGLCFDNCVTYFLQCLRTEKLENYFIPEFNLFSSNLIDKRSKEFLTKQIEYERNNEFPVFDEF
* = called active by the depositor; · = not tested or not shown; & = joins results of further samples. Cut-off read from the data, not from the text of the source, unless noted: active = inhibition above about 40%; inactive = the rest.

SMILES	mcGAS inh	NPYLR7 agonist	hcGAS lum
CCc1cccc(NC(=O)N(Cc2ccccc2)Cc2cccn2Cc2cccc(C(F)(F)F)c2)c1	-6	·	-12
O=C(NC1CCCCC1)c1cc(S(=O)(=O)N2CCOCC2)ccc1Cl	-2	-9	-1
CCCn1c(=O)c2c(nc3n2CC(C)CN3c2ccc(OC)cc2OC)n(C)c1=O (stereo not given)	·	1	-11
COc1cccc(CN2CC(C(=O)NCCn3ccc(C)n3)CCC2=O)c1 (stereo not given)	·	2	-4
CCc1ccc(-c2nc(SC3CCCCC3=O)n[nH]2)cc1 (stereo not given)	·	-5&1	-1&-8
CCC(CC)C(=O)N(Cc1cccc(F)c1)Cc1cc(NC(=O)c2cccs2)ccc1N(C)C	-5	23	-4
CC(C)C1=CC2=CC[C@H]3[C@](C)(CO)CCC[C@]3(C)C2CC1 (stereo not given in full)	-4	-11	-5
CCOC(=O)N1CCN(Cc2ccc3c(c2)CN(C(=O)c2noc4c2CCCC4)CCO3)CC1	-25	-4	-4
COc1ccc(-c2csc(=Nc3ccccc3C(F)(F)F)n2NC(=O)C(C)Oc2ccc(Cl)cc2C)cc1 (stereo not given)	-3	-2	-8
COCCCN1C(=O)/C(=C/c2ccccc2F)SC1=S	0	-4	-2
COc1ccccc1NC(=O)N(Cc1ccccc1)CC1CC(c2ccc(Cl)o2)=NO1 (stereo not given)	-7	18	-8
CCON=C(C)c1ccc(Nc2c(C)n(C)n(-c3ccccc3)c2=O)cc1	·	-3	3
O=C(CN1C(=O)c2ccccc2C1=O)NCC12CC3CC(CC(C3)C1)C2	·	4	-10
COc1cccc([C@@H]2CCN(Cc3cnc(-c4ccccn4)nc3)C[C@H]2O)c1	·	2	-3
Cc1ccc2[nH]c3c(=O)n(CCC(=O)N4CCN(c5cc(Cl)ccc5C)CC4)cnc3c2c1	-7	·	-7
CC(Cc1cccs1)Nc1nc(-c2cccnc2)nc2c1cnn2C (stereo not given)	-18	0	-3
CCN(CC)CCNC(=O)c1cc2c(=O)n3cccc(C)c3nc2s1	·	4	1
Cc1ccc(-n2nc(C(=O)NC3CC3)c(=O)n(Cc3ccccc3Cl)c2=O)cc1	-5	12	-3
CNC(=O)[C@@H]1CN2CCN(C(=O)c3csc(-c4cccs4)n3)C[C@@H]2[C@H]1c1ccccc1	-5	3	-3
CC(C)c1ccccc1OCc1nc(C(=O)Nc2ccccc2)cs1	-6	28	-6
CCCCSc1nnc(Cn2c(=O)sc3ccccc32)n1C	·	1	4
Cc1ccccc1C(=O)Nc1c2c(nn1CC(=O)NCc1ccco1)CSC2	-3	-6	-4
COC(=O)c1cccc(N2C(=O)/C(=C/c3ccc(Cl)cc3)C=C2c2ccccc2)c1	-3	6	-1
O=C(c1ccc(Cl)cc1)N1CCCC2(C1)C(=O)Nc1ccccc12 (stereo not given)	·	-2	-7
Cc1nnsc1C(=O)NCc1ccc(-c2ncc(-c3ccc(F)cc3)[nH]2)cc1	-9	2	-9
O=C(NCc1ccc(OC(F)F)cc1)c1cccc2ccccc12	-5	9	-3
Cc1nc(N)nc(C)c1CC(=O)N1CCCC(O)(CN(C)C)C1 (stereo not given)	·	5	-7
COc1ccc(C2NC(=O)c3ccccc3N2)c(OC)c1OC (stereo not given)	·	3	-15
COc1cc(NC(=O)CCN2CCCCC2C)cc(OC)c1OC (stereo not given)	·	5	-5
O=C(N=C1N=C2C=CC(Br)=CN2Cc2ccccc21)c1ccco1	-2	20	-3
O=C(c1ccc(Cl)cc1)N1CCCN(c2nc3ccccc3nc2-c2ccccc2)CC1	2	4	1
CC(=O)c1ccc(S(=O)(=O)NCc2ccc3c(c2)OCO3)cc1	-8	-3	-4
C[C@H](C(=O)NCCc1ccccc1)N1Cc2ccc(-c3ccnn3C)nc2C1=O	-7	-12	-2
CC1(Cc2ccc3c(c2)OCO3)C(=O)Nc2ccc(S(=O)(=O)NC3CCCCC3)cc21 (stereo not given)	·	-4	-3
Cc1noc(CSCC(=O)Nc2ccnn2C(C)C(C)C)n1 (stereo not given)	-16	4	1
Cc1noc2nc(C3CC3)cc(C(=O)N(C)Cc3ccc4c(c3)OCO4)c12	-7	10	-6

For convenience, 22 of the compounds above.
SMILES	mcGAS inh	NPYLR7 agonist	hcGAS lum
Cc1ccc2[nH]c3c(=O)n(CCC(=O)N4CCN(c5cc(Cl)ccc5C)CC4)cnc3c2c1	-7	·	-7
CC(Cc1cccs1)Nc1nc(-c2cccnc2)nc2c1cnn2C (stereo not given)	-18	0	-3
CCN(CC)CCNC(=O)c1cc2c(=O)n3cccc(C)c3nc2s1	·	4	1
Cc1ccc(-n2nc(C(=O)NC3CC3)c(=O)n(Cc3ccccc3Cl)c2=O)cc1	-5	12	-3
CNC(=O)[C@@H]1CN2CCN(C(=O)c3csc(-c4cccs4)n3)C[C@@H]2[C@H]1c1ccccc1	-5	3	-3
CC(C)c1ccccc1OCc1nc(C(=O)Nc2ccccc2)cs1	-6	28	-6
CCCCSc1nnc(Cn2c(=O)sc3ccccc32)n1C	·	1	4
Cc1ccccc1C(=O)Nc1c2c(nn1CC(=O)NCc1ccco1)CSC2	-3	-6	-4
COC(=O)c1cccc(N2C(=O)/C(=C/c3ccc(Cl)cc3)C=C2c2ccccc2)c1	-3	6	-1
O=C(c1ccc(Cl)cc1)N1CCCC2(C1)C(=O)Nc1ccccc12 (stereo not given)	·	-2	-7
Cc1nnsc1C(=O)NCc1ccc(-c2ncc(-c3ccc(F)cc3)[nH]2)cc1	-9	2	-9
O=C(NCc1ccc(OC(F)F)cc1)c1cccc2ccccc12	-5	9	-3
Cc1nc(N)nc(C)c1CC(=O)N1CCCC(O)(CN(C)C)C1 (stereo not given)	·	5	-7
COc1ccc(C2NC(=O)c3ccccc3N2)c(OC)c1OC (stereo not given)	·	3	-15
COc1cc(NC(=O)CCN2CCCCC2C)cc(OC)c1OC (stereo not given)	·	5	-5
O=C(N=C1N=C2C=CC(Br)=CN2Cc2ccccc21)c1ccco1	-2	20	-3
O=C(c1ccc(Cl)cc1)N1CCCN(c2nc3ccccc3nc2-c2ccccc2)CC1	2	4	1
CC(=O)c1ccc(S(=O)(=O)NCc2ccc3c(c2)OCO3)cc1	-8	-3	-4
C[C@H](C(=O)NCCc1ccccc1)N1Cc2ccc(-c3ccnn3C)nc2C1=O	-7	-12	-2
CC1(Cc2ccc3c(c2)OCO3)C(=O)Nc2ccc(S(=O)(=O)NC3CCCCC3)cc21 (stereo not given)	·	-4	-3
Cc1noc(CSCC(=O)Nc2ccnn2C(C)C(C)C)n1 (stereo not given)	-16	4	1
Cc1noc2nc(C3CC3)cc(C(=O)N(C)Cc3ccc4c(c3)OCO4)c12	-7	10	-6

Additional results:
SMILES	mcGAS inh	NPYLR7 agonist	hcGAS lum
COc1ccc(C)cc1NC(=O)c1nn(-c2ccccc2C)c(=O)cc1OC	·	16	-4
Clc1ccc(OCc2ccccc2)c(CNc2nn[nH]n2)c1	·	-15	-6
O=C(c1cc2ccccc2s1)N1CCN(CC(OCc2c(F)cccc2F)c2ccc(Cl)cc2)CC1 (stereo not given)	-7	·	-2
O=C(Cc1cccc2ccccc12)NN1C(=O)C2C(C1=O)C1C=CC2C12CC2 (stereo not given)	-4	7	-4
CCOC(=O)CCCSc1nnc(NC(=O)CCC(=O)OCC)s1	-3	-4	-1
COC(=O)CSc1ncc(-c2ccc(F)cc2)c(C2CCCN(C(=O)c3cccc(F)c3)C2)n1 (stereo not given)	-10	19	-7
Cc1ccc(SCC(F)(F)F)c(NC(=O)C2CCOCC2)c1	-7	1	-2
CN(C)CC(NCc1cn[nH]c1-c1ccc(F)cc1)c1ccccc1 (stereo not given)	·	2	0
CC(C)CN(Cc1cccn1Cc1ccc(F)cc1)C(C)c1ccccc1 (stereo not given)	-8	5	-5
Cc1ncc([N+](=O)[O-])n1CC(O)CCl (stereo not given)	-4	-2&-2	-1&0&-1
CCCC1CCC(c2ccc(-c3noc(-c4cccc([N+](=O)[O-])c4)n3)cc2)CC1 (stereo not given)	·	-2	-1
Cc1ccc(C(=O)Nc2nc3c(s2)CCC3C(=O)NCc2cccs2)cc1 (stereo not given)	-5	7	-7
O=C1CC2(CCCC2)C(=O)N1CN1CCc2ccccc2C1	·	3	-5
CSc1cccc(NC(C(N)=O)c2ccccc2)c1 (stereo not given)	·	-6	-12
Brc1ccc(Cc2nnnn2CCn2cccn2)cc1	-11	-1	-3
Cc1ccsc1CN(C)Cc1c(C)nn(C)c1N1CCOCC1	-12	3	-5
CCN=c1scc(C)n1N=Cc1ccc(Br)cc1	·	-2	-5
COc1ccc(CNc2nc3c(-c4cccc(C)c4)nnn3c3ccccc23)cc1	-6	-8	-6
COc1cn(CC(=O)NCc2ccc(F)cc2)c(CN2CCCCCC2)cc1=O	-7	-1	-6
COC(=O)C(NCCN1CCCCC1)C(C)(C)C (stereo not given)	-13	3	-11
Cc1ccc(N2C(=O)N(CC(=O)Nc3ccc(S(=O)(=O)N4CCCCCC4)cc3)C(=O)C2C)cc1 (stereo not given)	-8	5	-10
COc1cccc(C(=O)N2CCSC23CCN(C(=O)Nc2ccc(C)cc2)CC3)c1	2	6	-1
CCCCCn1c(N2CCN(Cc3ccccc3C)CC2)nc2c1c(=O)[nH]c(=O)n2C	·	-9	-5
COc1cc(-c2nc3cc(Cl)ccc3c(=O)n2Cc2ccccc2)cc(OC)c1OC	-11	-1	-6

3 records picked at random from those above:
SMILES	mcGAS inh	NPYLR7 agonist	hcGAS lum
Brc1ccc(Cc2nnnn2CCn2cccn2)cc1	-11	-1	-3
COC(=O)C(NCCN1CCCCC1)C(C)(C)C (stereo not given)	-13	3	-11
COc1cc(-c2nc3cc(Cl)ccc3c(=O)n2Cc2ccccc2)cc(OC)c1OC	-11	-1	-6

Continuation:
SMILES	mcGAS inh	NPYLR7 agonist	hcGAS lum
N#Cc1cccc(C(=O)N2C3CCC4(CC3)OC(=O)N(Cc3ccccc3)CC24)c1 (stereo not given)	0	9	4
O=C(NCc1ccccn1)c1c2c(nn1C1CCS(=O)(=O)C1)CCC2 (stereo not given)	-6	-11	-2
C=C(C)Cn1c(C(=O)N2CCN(S(=O)(=O)CC34CCC(CC3=O)C4(C)C)C(C)C2)cc2ccoc21 (stereo not given)	-5	1	-3
CCC(C(=O)N1CCN(C(=O)CCCSc2nnc(Cc3ccccc3)n2-c2ccc(Cl)c(Cl)c2)CC1C)c1ccccc1 (stereo not given)	2	-9	2
CCCc1nc(N2CC(OCc3ccccc3)C2)c2cnn(C)c2n1	·	2	-7
CCc1c(C)nn(-c2ccc(C(=O)Nc3ccccc3C(C)C)cc2)c1C	-3	-9	-7
C=C(C)COc1ccc(-c2nc(N)ncc2-c2ccccc2)c(O)c1	-7	1	-5
c1ccc(Cc2nnc(SCc3cn4ccccc4n3)n2-c2ccccc2)cc1	·	-6	-11
Cc1cc(=O)[nH]c(-n2nc(C)cc2NC(=O)C2CCCCC2)n1	-7	8	-10
Nc1nnc(CCS(=O)(=O)c2ccc(Cl)cc2)s1	2	-8	5
CC1(C(=O)NCc2ccc3c(c2)OCO3)CCN1C(=O)c1ccccc1 (stereo not given)	-5	12	-10
O=C(CN1CCCCCC1=O)Nc1ccc(-c2ccccc2)cn1	·	-2	-9
N#CC1(NCCCCCCNC2(C#N)CCCCC2)CCCCC1	·	4	5
CCc1ccc(C(O)c2ncc(-c3ccccc3C(F)(F)F)[nH]2)cc1 (stereo not given)	·	9	3
COc1ccccc1C(C)N(C)Cc1cnc(N)nc1 (stereo not given)	-11	·	1
CC(C)CCOc1ccc(C(=O)Nc2cc(Cl)ccc2C(N)=O)cc1	·	5	-6
Cc1ccc(NC(=O)CC2Sc3ccc(C(F)(F)F)cc3NC2=O)cc1 (stereo not given)	-6	-3	-2
COc1ccc(C(O)c2ncc(-c3cccc(OCc4ccccc4)c3)[nH]2)cc1F (stereo not given)	·	-2	-12
O=C(c1cccc(Br)c1)N1CCCc2c1[nH]c1ccccc21	-5	-10	-3
CCN(CC)c1ccc(C2C(C#N)=C(C)NC3=C2C(=O)CC(C)(C)C3)cc1 (stereo not given)	-3	11	3
Cc1ccccc1-c1cc(O)c2c(c1)CN(Cc1cn(C)nc1C)CCO2	·	8	-7
Cc1cn2nc(Sc3ccc4c(c3)OCCCO4)sc2n1	·	0	-10
Cc1cccc(C)c1Cn1c(C)c(C(=O)NCc2ccc(F)cc2)sc1=O	·	13	-8
O=C1CCC(C(=O)N2CCN(c3ccccc3)CC2)CN1CCc1ccccn1 (stereo not given)	·	7	-12
Cn1c(=O)n(CCN2CCOCC2)c(=O)c2c1nc1n(-c3ccccc3)c(-c3ccccc3)cn21	-2	2	-5
CCn1cncc1CNC(=O)c1cc2n(n1)CCCN(C)C2	·	0	-5
CCCCOC(=O)C1=C(C)NC2=C(C(=O)CCC2)C1c1ccc(OCC)c(OC)c1 (stereo not given)	-5	-3	-4
Cc1c[nH]c(CN2CCCC(N3CCCC3=O)C2)c(C)c1=O (stereo not given)	·	5	-4
Cc1nn(-c2ccc(N3CCOCC3)nn2)c2c1C(c1cccc(O)c1)CC(=O)N2 (stereo not given)	·	-14	-5
O=C1c2ccccc2C(=O)c2cc(N3CCCCC3)ccc21	-5	-4	-4
Cc1[nH]c2ccc(CNC(=O)C3CCCN(Cc4ccco4)C3)cc2c1C (stereo not given)	·	19	-2
CC(NC(=O)c1cccc(Cl)c1)c1nnc(SCc2ccccc2)n1-c1cc(Cl)ccc1Cl (stereo not given)	-4	16	-2
CN1CCC(Cc2noc(-c3nn(C)c4c3CCCC4)n2)CC1	·	6	-5
CC(C)(C)C1CCC(=NNc2nc3ccccc3s2)CC1 (stereo not given)	·	3	-4
Cc1nc2nc(C(F)(F)F)nn2c(C)c1CCC(=O)N(C)Cc1ccc(Cl)c(Cl)c1	-9	0	-8
CCOc1ccccc1N1CCN(C(=O)c2cc(-c3ccc(OC)cc3)n(-c3ccccc3Cl)c2C)CC1	-4	-1	-6
